GPR7 antag – GPR7 receptor antagonists, primary screen, cell-based, fluorescence, single concentration; Neuropeptides B/W receptor type 1 (Homo sapiens), P48145; GPR7-expressing cells, fluorescence antagonist assay; inhibition, % at 4.4 µM; 1.1% of 290,000 active; AID 1861, 2009; in the data active = inhibition above about 16%, passing the limit was not always enough;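 note: cells stimulated with the agonist NPW; 0% = agonist with vehicle and 100% = vehicle without agonist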
Target sequence (P48145 whole entry, looked up): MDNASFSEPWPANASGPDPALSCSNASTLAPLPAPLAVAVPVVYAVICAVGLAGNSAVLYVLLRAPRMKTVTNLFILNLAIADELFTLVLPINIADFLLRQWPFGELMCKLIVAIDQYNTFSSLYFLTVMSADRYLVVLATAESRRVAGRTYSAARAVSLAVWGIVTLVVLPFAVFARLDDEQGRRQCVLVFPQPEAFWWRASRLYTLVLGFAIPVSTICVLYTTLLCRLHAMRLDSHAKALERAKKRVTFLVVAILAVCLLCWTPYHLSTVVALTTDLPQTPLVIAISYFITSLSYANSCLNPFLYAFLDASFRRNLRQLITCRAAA
pCIP destab – p/CIP-EGFP fusion destabilizers, primary screen, fluorescence, F442A cells. Q05BA5. 16 h. decrease of EGFP signal, % at 10 µM. 0.01% of 290,000 active;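 active = EGFP signal decrease of at least 30% at 10 µM or well 3 SD below plate mean, unless failing retest; inactive = the rest, including hits failing retest or dose response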; note: some compounds called inactive have numbers as strong as hits; many of its hits are not listed in these tables
IDE inh – human IDE inhibitors in live cells, primary screen, fluorescence polarization, HEK cells, FAbetaB substrate | Insulin-degrading enzyme (Homo sapiens), P14735 | FAbetaB cleavage | inhibition, % at 5.59 µM | 0.41% of 320,000 active;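 active = percent inhibition above the average of all tested compounds plus 3 SD, set per screening campaign, cut at about 16% in these data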;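 note: IDE supplied by intact live HEK cells; FP after avidin binding of uncleaved biotin substrate so inhibition keeps polarization high; 0% = DMSO wells and 100% = 60 µM reference IDE inhibitor Ii1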
IMP-1 inhibitor – IMP-1 metallo-beta-lactamase inhibitors, primary screen, biochemical, epi-absorbance readout, Pseudomonas aeruginosa enzyme; metallo-beta-lactamase IMP-1 (Pseudomonas aeruginosa); purified IMP-1, nitrocefin hydrolysis, epi-absorbance fluorescence; inhibition, % at 5.6 µM; 0.45% of 290,000 active; AID 1556, 2009;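 active = inhibition above the mean plus 3 SD of all compounds in the same screening run, cut at about 4.5% in these data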;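 note: 0% = IMP-1 with DMSO and 100% = DMSO wells lacking enzyme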
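Material – recombinant IMP-1 enzyme, purified · Amount – IMP-1 0.2 nM before substrate addition · Medium – HEPES buffer pH 7.1 with ZnSO4 and Brij 35 · Timing – 25 °C, 15 min preincubation, 25 min reaction · Measured by – plate fluorescence quenching by hydrolysis product, ex 480/em 530 nm · Read-out – percent enzyme inhibition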
IDE cell activ – human IDE activators in live cells, primary screen, fluorescence polarization, HEK cells, FAbeta-B substrate; Insulin-degrading enzyme (Homo sapiens), P14735; FAbeta-B cleavage; 0% vehicle, 100% cell-free pure enzyme wells; activation, % at 5.96 µM; 0.073% of 340,000 active; AID 493087, 2011;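 active = activation above the mean of all tested compounds plus 3 SD, set per screening campaign, cut at about 17% in these data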
VIM-2 inhibitor – VIM-2 metallo-beta-lactamase inhibitors, primary screen, biochemical, epi-absorbance readout, Pseudomonas aeruginosa enzyme. purified VIM-2, nitrocefin hydrolysis, epi-absorbance fluorescence. inhibition, % at 5.6 µM. 0.89% of 290,000 active;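 active = inhibition above the mean of all tested compounds plus 3 SD, cutoff set per screening run, cut at about 7.5% in these data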;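 note: red hydrolysis product quenches plate fluorescence so inhibitors raise well fluorescence; 0% = enzyme with DMSO and 100% = DMSO without enzyme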
PfM18AAP inh – PfM18AAP inhibitors, malaria aminopeptidase, primary screen, biochemical, QFRET, recombinant enzyme; M18 aspartyl aminopeptidase (Plasmodium falciparum 3D7); H-Glu-NHMec fluorogenic cleavage; inhibition, % at 7.35 µM; 1.2% of 290,000 active; AID 1822, 2009;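 active = inhibition above the campaign mean inhibition over all tested compounds plus 3 SD, cut at about 28% in these data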;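 note: 0% = plate median of test compound wells and 100% = 2 mM ZnCl2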
NALP1 inh – NALP1 inflammasome inhibitors in reconstituted yeast, colorimetric, S. cerevisiae, triplicate retest. inhibition, % at 10 µM. 0.61% of 280,000 active. S. cerevisiae NALP1/ASC/caspase-1 growth, X-gal OD620, 72 h; in the data active = inhibition mostly above about 24%, no sharp cut-off; inactive = mostly below about 32%; note: some compounds called inactive have numbers as strong as hits
PHOSPHO1 inh – PubChem AID 1565; recombinant PHOSPHO1, absorbance phosphatase assay; 1.1% of 290,000 active; Phosphoethanolamine/phosphocholine phosphatase (Homo sapiens), Q8TCT1; inhibition, % at 13.3 µM; in the data active = inhibition above about 60%
Target sequence (Q8TCT1 whole entry, looked up): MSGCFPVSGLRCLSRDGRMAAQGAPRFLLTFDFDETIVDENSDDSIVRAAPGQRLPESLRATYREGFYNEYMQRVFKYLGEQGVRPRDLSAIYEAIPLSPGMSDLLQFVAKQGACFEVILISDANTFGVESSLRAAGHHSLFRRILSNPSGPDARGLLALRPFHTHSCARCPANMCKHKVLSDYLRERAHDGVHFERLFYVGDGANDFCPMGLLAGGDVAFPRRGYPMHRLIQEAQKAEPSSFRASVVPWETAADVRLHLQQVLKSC
Active calls of the source: *; . = not tested or not shown.

Values run as follows: GPR7 antag | pCIP destab | IDE inh | IMP-1 inhibitor | IDE cell activ | VIM-2 inhibitor | PfM18AAP inh | NALP1 inh | PHOSPHO1 inh
- CCc1ccc(NC(=O)NNC(=O)CCc2ccccc2)cc1
    -16 | 1 | 3 | -4.5 | 3 | -7.3 | -1 | 4 | 21
- COc1cccc(-n2nnc3c(=O)n(CC(=O)Nc4ccc(C)cc4)cnc32)c1
    -6 | -13 | -3 | -2.1 | 2 | -4.0 | 2 | 4 | 38
- COC(=O)c1ccc(NC(=S)NCCCN2CCCC2=O)cc1
    -16 | -5 | 0 | -0.1 | 1 | -0.3 | 0 | -7 | 18
- CCCCOCC(O)CCc1n[nH]c(=S)n1-c1ccccc1 (stereo not drawn)
    5 | -8 | -1 | -2.4 | 1 | 0.5 | 19 | 12 | 32
- C=CCn1c(COc2ccc(Cl)cc2)nnc1SCC(=O)N1CC(=O)Nc2ccccc21
    -8 | 7 | 4 | -2.0 | 4 | -1.4 | -2 | 8 | 21
- Cc1ccc2nc(SC(C)C(=O)N3CCCC3)[nH]c2c1 (stereo not drawn)
    -7 | -8 | 4 | -3.1 | 4 | -2.2 | 3 | -63 | -29
- Cc1ccc(-c2nnn(CC(=O)N(c3ccccc3)C(C(=O)NC3CCCC3)c3ccco3)n2)o1 (stereo not drawn)
    -3 | -7 | 3 | -1.7 | 4 | 3.2 | 2 | 3 | -25
- Cc1csc2ncc(C(=O)NCc3ccccc3Cl)c(=O)n12
    -8 | -14 | 2 | -2.6 | 2 | -3.9 | 9 | -71 | -14
- Cc1cccc2c1-c1sc(C(=O)N3CCc4ccccc4C3)cc1CO2
    -5 | -11 | 0 | 1.3 | 0 | -1.1 | 4 | 16 | -4
- C=CCC1C=CCC(CC=C)N1C(=O)c1ccccc1[N+](=O)[O-] (stereo not drawn)
    0 | 3 | 4 | -2.9 | 2 | -1.3 | 3 | 16 | 3
- CC1(C)C(CO)=CC(=O)C2=C1SCC(=O)N2
    -12 | -6 | 4 | -3.8 | 1 | -4.1 | 12 | 8 | -1
- COc1ccc(NS(=O)(=O)c2ccc(N3CCCC3=O)cc2)cn1
    7 | -9 | -1 | -0.7 | 3 | 0.1 | -2 | -2 | 34
- Cc1cc2c(NC3CCCCC3)ncnc2s1
    -6 | 2 | . | -2.2 | 0 | -1.1 | -2 | 20 | 30
- Cc1c(NC(=O)C(C)Oc2ncnc3ccccc23)c(=O)n(-c2ccccc2)n1C (stereo not drawn)
    -4 | -1 | -1 | -0.9 | 7 | -2.0 | -3 | 16 | 4
- CC(C)N(Cc1nc(-c2ccccc2)no1)C(=O)CCCN1C(=O)c2ccccc2C1=O
    -6 | 12 | -4 | 0.3 | -1 | -2.6 | 6 | 10 | -10
- Cc1ccc(OCC(=O)Nc2ccc(N3CCOCC3)cc2)c([N+](=O)[O-])n1
    2 | -7 | 2 | -2.8 | 7 | -1.5 | -1 | 9 | 12
- CCOc1ccc(S(=O)(=O)NCc2cccnc2)cc1
    -13 | -1 | -4 | -3.2 | -6 | -0.2 | -3 | 13 | 44
- O=C(O)c1ccccc1C(=O)Nc1ccc(-n2ccc(C(F)(F)F)n2)cc1
    -14 | -1 | -1 | -3.3 | 4 | -3.6 | 0 | -8 | -1
- Cc1nc2ccccc2nc1CN1CCC(CO)(CC2CCCCO2)CC1 (stereo not drawn)
    -3 | -17 | 6 | -0.1 | 2 | -1.5 | 1 | -10 | 24
- CC[n+]1ccc(C)c2cc(SC(F)(F)F)ccc21
    1 | 13 | 3 | -3.3 | 5 | -4.2 | 4 | 4 | -5
- Cc1cc2ccccn2c1C(=O)c1cccc([N+](=O)[O-])c1
    -11 | -10 | 6 | -3.2 | 6 | -1.4 | -5 | 7 | -16
- CN1CCN(CCCNC(=O)c2ccc(/C=C3\Oc4ccccc4N(Cc4ccccc4F)C3=O)cc2)CC1
    -4 | -7 | -1 | -2.3 | -1 | 1.5 | -6 | 18 | 36
- Cc1ccccc1CNC(=O)CCn1nc(C)c2c(C)n(-c3ccccc3)nc2c1=O
    -17 | 2 | -7 | -1.2 | 6 | 0.4 | 3 | 22 | 42
- COc1ccc2c(c1)nc(SCC(=O)c1cccs1)n2C
    5 | -5 | -6 | -3.1 | -2 | -2.2 | -7 | 2 | -98
- CCOC(=O)CN(C(=O)c1ccccc1[N+](=O)[O-])C(C)(C)C
    -18 | -4 | 4 | -1.9 | -1 | -1.3 | -3 | -12 | 3
- CCCOc1ccc2nc(C)c(CCC)c(SC(=N)N)c2c1
    11 | -2 | 6 | 1.1 | 7 | -2.9 | -6 | 21 | 67*
- COc1ccc(-c2csc3ncn(Cc4ccccc4)c(=O)c23)cc1
    -20 | 0 | -4 | -3.4 | 2 | -2.0 | -1 | 18 | 14
- O=C(NCCCN1CCOCC1)C(=O)NCC1OCCN1S(=O)(=O)c1ccc(Br)cc1 (stereo not drawn)
    -8 | 0 | -4 | -2.2 | 6 | -1.6 | -1 | -7 | 48
- Cc1cc(C)nc(SC2CC(=O)N(c3ccc(C)c(C)c3)C2=O)n1 (stereo not drawn)
    -7 | -12 | 0 | -1.5 | 3 | 0.0 | -4 | 8 | 34
- N#CC(C#N)=Cc1cc2ccccc2nc1N1CCCCC1
    -10 | -16 | -4 | -2.3 | 6 | -0.4 | -4 | 29 | 0
- O=C(CN1CCC(NC(=O)Cc2ccccc2)CC1)Nc1cccc2ccccc12
    -2 | -8 | 3 | -2.2 | -1 | -0.3 | -7 | 6 | 23
- O=C(Oc1cccnc1)c1ccc([N+](=O)[O-])cc1
    -12 | -1 | 3 | -1.6 | 1 | -4.3 | 4 | 28 | -7
- Cc1noc(C)c1COC(=O)[C@H](C)NS(=O)(=O)c1ccc(Cl)c(Cl)c1
    12 | 2 | 8 | -1.4 | 2 | -3.0 | -1 | -10 | 19
- CCCCC(=O)Nc1nc(-c2ccc(S(=O)(=O)N3CCOCC3)cc2)cs1
    -8 | 15 | 0 | 0.7 | 1 | -1.4 | 7 | 11 | 43
- COCCCNc1nc2c(c(=O)[nH]c(=O)n2C)n1CC(O)COc1ccccc1 (stereo not drawn)
    10 | 3 | 7 | -2.0 | 2 | -3.2 | 8 | 11 | 92*
- COc1ccc2c(c1OC)C(=O)OC2N1C(=O)CC[C@H]1C(=O)NCC1CCCO1 (stereo partly drawn)
    -4 | -2 | 8 | -1.8 | -7 | -3.4 | 3 | 16 | 18
- COc1ccc(CC(=O)O/N=C(\N)Cc2cccc3ccccc23)cc1
    -13 | 3 | -1 | -5.3 | 0 | -4.9 | 2 | 6 | -14
- O=C(CNC(=O)c1ccccc1)OCC(=O)c1ccccc1Cl
    6 | 10 | 1 | -0.6 | -5 | -0.2 | -7 | 15 | -28
- Cc1cc2c(cc1C)NC1=C(N2)OC(c2cccc(O)c2)C1=O (stereo not drawn)
    -5 | 9 | 2 | -1.6 | -1 | -0.3 | -1 | 29 | 12
- Cc1ccc(C(=O)N2CCN(c3ncnc4c(-c5ccccc5)nsc34)CC2)cc1
    -15 | -3 | 0 | -3.7 | . | -5.4 | -2 | 12 | 46
- Cc1cc(NC(=O)CSc2nnc(-c3ccc4c(c3)OCCO4)o2)no1
    -2 | -4 | 0 | -2.8 | -3 | -1.6 | 20 | -4 | 18
- O=C(COc1ccc([N+](=O)[O-])cc1)NCc1ccncc1
    -7 | 6 | -5 | -1.9 | . | -1.6 | 1 | 18 | 42
- COCCCNC(=O)CC1C(=O)N(Cc2ccccc2)C(C)c2nc3ccccc3n21 (stereo not drawn)
    -5 | 2 | -2 | 0.1 | 5 | -1.9 | 0 | -15 | -11
- CCN(CC)c1ccc(/C=N\NC(=O)c2cccc3cc[nH]c23)cc1
    1 | 15 | 4 | -1.8 | 3 | -4.1 | -1 | 2 | 11
- COC(=O)CC/C(O)=C1\C(=O)CC(C)(C)CC1=Nc1ccccc1OC
    1 | 11 | 2 | -0.6 | -1 | -2.6 | -5 | 9 | 6
- Cc1cc(C)c2c(=O)n(CC(=O)NCCCN3CCN(c4ccccc4F)CC3)sc2n1
    2 | -9 | 39* | -2.7 | . | -0.3 | 47* | 30 | 26
- CSc1ccc(Cn2nnc(C(=O)NCCc3ccc(Cl)cc3)c2N)cc1
    -8 | 5 | 9 | -2.2 | 2 | -1.8 | 5 | . | 51
- Nc1nc(-c2ccccc2)c(-c2ccccc2)o1
    -8 | -13 | 2 | -1.8 | 0 | -0.8 | 0 | 2 | 10
- Cc1nnc(SC(=O)N2c3ccccc3Sc3ccccc32)s1
    -3 | -9 | -5 | -2.9 | 0 | -1.5 | 2 | 5 | -14
- CCOP(=O)(c1ccccc1)c1nc(-c2ccc(F)cc2)oc1N1CCCCC1 (stereo not drawn)
    -2 | -1 | -3 | -1.7 | 3 | 1.1 | -2 | -14 | 5

Structural class: those above containing two or more sulfur atoms (three)
Values run as follows: GPR7 antag | pCIP destab | IDE inh | IMP-1 inhibitor | IDE cell activ | VIM-2 inhibitor | PfM18AAP inh | NALP1 inh | PHOSPHO1 inh
- COc1ccc2c(c1)nc(SCC(=O)c1cccs1)n2C
    5 | -5 | -6 | -3.1 | -2 | -2.2 | -7 | 2 | -98
- CCCCC(=O)Nc1nc(-c2ccc(S(=O)(=O)N3CCOCC3)cc2)cs1
    -8 | 15 | 0 | 0.7 | 1 | -1.4 | 7 | 11 | 43
- Cc1nnc(SC(=O)N2c3ccccc3Sc3ccccc32)s1
    -3 | -9 | -5 | -2.9 | 0 | -1.5 | 2 | 5 | -14

Remaining list, next part.
Values run as follows: GPR7 antag | pCIP destab | IDE inh | IMP-1 inhibitor | IDE cell activ | VIM-2 inhibitor | PfM18AAP inh | NALP1 inh | PHOSPHO1 inh
- CC1CCCN(Cc2c(O)ccc3c(=O)c(-c4nc5ccccc5s4)c(N)oc23)C1 (stereo not drawn)
    24 | -6 | 5 | 0.5 | 2 | -0.1 | -1 | 6 | 46
- COc1ccc(NC(=O)CSc2ccc(-c3ccco3)nn2)c(OC)c1
    12 | -12 | 3 | -2.9 | 2 | -1.9 | -9 | 1 | 37
- c1ccc(-c2cnnc(N3CCOCC3)n2)cc1
    3 | -13 | -2 | -2.7 | -2 | 1.1 | -8 | -9 | -6
- CCCCOC(=O)NC(NCC(O)c1ccccc1)(C(F)(F)F)C(F)(F)F (stereo not drawn)
    -6 | -7 | 2 | -5.1 | -3 | -5.7 | 3 | -2 | 12
- Cc1ccc(C(=O)Nc2cccc(-c3nc4ncccc4o3)c2)cc1
    -8 | -17 | 0 | -4.1 | -2 | -2.1 | 0 | 24 | 12
- CCc1c(C)sc(NC(=O)c2cc(-c3ccc(O)cc3)on2)c1C#N
    3 | -4 | -1 | 0.7 | -3 | 2.7 | 8 | -1 | 5

Bioassay records as filed in PubChem.
